# Screening data (PubChem)
# FBW7 act: human FBW7 E3 ligase activation, primary screen. Q969H0. AID 1259310. normalized activity (activation), % at 26.1 µM. AlphaScreen FBW7–phospho-cyclin E peptide binding, activator screen. 650,000 compounds, 0.13% hits; in the data active means normalized activity above about 1.9%;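 further: purified mutant Fbw7 with reduced substrate affinity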
# MITF primary: human MITF inhibition, primary screen; inhibition, % at 2.6 µM; 650,000 compounds, 0.91% hits; O75030; AlphaScreen MITF homodimerization, bead proximity signal; in the data active means inhibition above about 50%;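 further: 0% = vehicle wells with protein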
# Target sequence (O75030 whole entry, looked up): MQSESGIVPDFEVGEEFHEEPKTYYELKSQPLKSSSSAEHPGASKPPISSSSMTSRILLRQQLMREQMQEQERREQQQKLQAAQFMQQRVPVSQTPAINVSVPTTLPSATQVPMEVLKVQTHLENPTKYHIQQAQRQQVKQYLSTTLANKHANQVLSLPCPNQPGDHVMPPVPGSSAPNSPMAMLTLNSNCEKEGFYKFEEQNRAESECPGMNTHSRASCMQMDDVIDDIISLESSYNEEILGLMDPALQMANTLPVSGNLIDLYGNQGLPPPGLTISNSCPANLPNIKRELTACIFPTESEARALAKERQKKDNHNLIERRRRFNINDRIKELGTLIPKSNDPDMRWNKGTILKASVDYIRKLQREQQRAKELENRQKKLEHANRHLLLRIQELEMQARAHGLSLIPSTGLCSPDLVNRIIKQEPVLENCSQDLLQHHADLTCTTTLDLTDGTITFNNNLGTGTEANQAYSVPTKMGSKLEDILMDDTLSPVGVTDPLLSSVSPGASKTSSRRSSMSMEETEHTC
# GPR151 ag: activators of human GPR151 | Q8TDV0 | PathHunter beta-arrestin GPR151 cells, luminescence | activation, % at 11.2 µM | 650,000 compounds, 1% hits | AID 1508602; in the data active means activation above about 4.9%;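 further: 0% = median of compound wells and 100% = cells with positive control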
# Target sequence (Q8TDV0 whole entry, looked up): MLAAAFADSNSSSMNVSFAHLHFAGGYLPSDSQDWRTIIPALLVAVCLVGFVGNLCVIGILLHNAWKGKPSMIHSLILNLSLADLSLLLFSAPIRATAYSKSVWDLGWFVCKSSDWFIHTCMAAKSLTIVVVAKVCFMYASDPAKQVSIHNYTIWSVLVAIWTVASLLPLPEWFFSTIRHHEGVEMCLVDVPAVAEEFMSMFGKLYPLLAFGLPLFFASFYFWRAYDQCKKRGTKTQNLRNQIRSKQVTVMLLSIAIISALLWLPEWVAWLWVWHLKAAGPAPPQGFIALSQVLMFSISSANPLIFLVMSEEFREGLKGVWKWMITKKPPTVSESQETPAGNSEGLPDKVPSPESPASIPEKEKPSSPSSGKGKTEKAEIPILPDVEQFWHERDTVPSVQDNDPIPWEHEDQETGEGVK
# TEAD-YAP block: TEAD-YAP interaction inhibition | HEK-TIYL cells, TEAD-Gal4/YAP UAS-luciferase luminescence | inhibition, % at 9.12 µM | 640,000 compounds, 1.4% hits; in the data active means inhibition above about 32%;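 further: 0% = median of test compound wells and 100% = reference inhibitor wells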
# * = called active by the depositor.
SMILES,FBW7 act,MITF primary,GPR151 ag,TEAD-YAP block
O=C1CCCC2=C1C(c1ccc(F)cc1)C1C(=O)c3ccccc3C1=N2 (stereo not drawn),-0.1,15,1.5,2
COc1ccc(CCc2nnc(CCC(=O)NC3CCCCCC3)o2)cc1,0.2,13,-0.2,-19
Cc1cccc(C)c1NC(=O)c1cncc(O)c1,-0.1,-2,0.7,-3
O=S(=O)(Nc1cccc(F)c1)c1ccc(F)cc1,-0.1,-4,2.6,9
COC(=O)C1=C(C)Nc2nnnn2C1c1cccc([N+](=O)[O-])c1 (stereo not drawn),0.1,5,0.8,3
Cc1sc2ncnc(SCC(=O)N3CCCC3=O)c2c1C,0.3,1,-0.7,0
Cn1c(=O)n(C)c2cc(CNCc3c(C(=O)N4CCCC4)nc4sccn34)ccc21,0.0,0,-0.2,-4
Clc1ccc2nc(-c3ccncc3)c(Nc3ccc4c(c3)OCCO4)n2c1,0.1,5,0.2,13
CS(=O)(=O)N1CCN(c2ccccc2NC(=O)c2ccccc2F)CC1,0.0,8,0.5,6
CCOc1ccc(-c2c(C#N)c(N)nc(OC)c2C#N)cc1,0.0,20,0.5,-17
Cc1cc(C)n2c(SCCOc3ccccc3)nnc2n1,0.1,13,-0.2,-21
CCCC1CCC(C2=N/C(=C\c3cccc(OC)c3)C(=O)O2)CC1 (stereo not drawn),-0.1,-11,-1.1,-6
CCc1c(C)sc(NC(=O)c2cnn3c2NC(c2ccco2)CC3C(F)(F)F)c1C#N (stereo not drawn),0.1,5,1.2,4
Cc1cc(C)c(C#N)c(NNC(=O)Nc2ccccc2)n1,0.0,9,1.9,7
C/C(=N\NC(=O)c1ccccn1)c1ccc2ccccc2c1O,-0.2,6,-3.8,-48
O=C(O)COc1ccc(Br)cc1/C=C1\NC(=O)N(Cc2ccc(F)cc2)C1=O,0.0,2,0.4,0
Cc1ccccc1C(=O)Nc1nc2ccc(F)cc2s1,0.0,-3,-2.4,-71
O=C(Nc1cccc(C(F)(F)F)c1)c1cc2cc([N+](=O)[O-])ccc2oc1=O,-0.1,3,-1.9,-8
Cc1sc2ncn(C(C)C(=O)O)c(=O)c2c1C (stereo not drawn),-0.1,-2,2.4,-7
C=CCOc1cc(Br)c(CNCC)cc1OC,0.1,-10,0.4,7
COc1ccc2[nH]c(=O)c(CN(CCO)C(=O)c3ccccc3Cl)cc2c1,-0.1,-5,2.9,2
COc1cccc(NC(=O)C(=O)N/N=C/c2ccccc2F)c1,0.0,-14,-0.6,3
CCN(CC)CC(O)COc1ccccc1 (stereo not drawn),0.2,13,0.0,16
C/C=C/C(=O)NNC(=O)CC12CC3CC(CC(C3)C1)C2,0.3,8,0.2,0
CCOc1cccc2c1N(C(C)=O)C(C)(C)c1ssc(=S)c1-2,-0.3,17,-0.6,13
# (further entries)
SMILES,FBW7 act,MITF primary,GPR151 ag,TEAD-YAP block
CC(C)(C)n1ncc2c(=O)n(CC(=O)NCCc3ccccc3)cnc21,1.4,19,0.9,-36
COCCNC(=O)c1ccc2c(=O)n(CCCN3CCCC3=O)c(=S)[nH]c2c1,0.1,12,-0.1,7
CCN(CC)CCCNC(=O)c1nn(-c2ccc(OC)cc2OC)c(=O)c2ccccc12,0.7,8,-1.0,0
CC1(C)Cc2cccc(OCC(=O)N3CC(c4nc5ccccc5[nH]4)C3)c2O1,-0.1,9,0.0,8
C=CCN(c1ccc(C(=O)NCc2ccc(OC)cc2)cc1)S(C)(=O)=O,0.1,3,0.5,6
CC(C)(C)c1nnc(Nc2ccc(Br)cc2)[nH]c1=O,-0.1,-4,-2.6,-10
CC1CCCC(C)N1C(=O)CSc1nnc(-c2cccnc2)o1 (stereo not drawn),1.5,12,1.0,3
COc1ccc(S(=O)(=O)NC(CCSC)C(=O)N2CCC(=O)CC2)cc1 (stereo not drawn),-0.1,8,-1.9,12
O=c1c2ccccc2nnn1CCN1CCOCC1,0.0,10,2.3,-3
COc1ccc(-n2nc(C(=O)NCC(=O)NCCc3ccc(OC)c(OC)c3)c3ccccc3c2=O)cc1Cl,0.0,8,-1.3,38*
CCN(CC)CCNS(=O)(=O)c1ccc(C(C)=O)cc1,0.0,-4,0.3,3
Cc1cccc(-n2nc3c(c2NC(=O)/C=C\c2ccc4c(c2)OCO4)CS(=O)(=O)C3)c1C,-0.2,6,-1.1,8
CC1Sc2ccc(C#N)cc2N(Cc2ccncc2)C1=O (stereo not drawn),0.6,4,-0.4,-20
Cc1ccc2cc(C#N)c(SCC(=O)NCC3CCCO3)nc2c1 (stereo not drawn),0.1,23,-0.8,6
O=C(NCc1nnc2n1CCN(C/C(Cl)=C/c1ccccc1)CC2)C1CCOC1 (stereo not drawn),0.1,-6,0.5,7
O=C(CSC1=Nc2cccnc2Nc2ccccc21)Nc1cccc(Cl)c1,-0.1,-1,-1.2,7
CCNC(=O)CSc1ccc(C)cc1,-0.1,1,-1.1,-10
COCCNC(=O)Cn1c(=O)n(CCc2ccccc2)c(=O)c2ccccc21,0.0,-5,0.4,13
O=C1/C(=C/c2cccnc2)SC(=S)N1c1ccc(O)cc1,0.1,-7,-0.9,4
Cc1cc(Nc2ccc(Oc3ccccc3)cc2)nc(-c2csc3ccccc23)n1,-0.1,16,1.1,-14
O=C1CSC(c2ccccc2[N+](=O)[O-])N1CCc1ccccc1 (stereo not drawn),-0.1,-11,0.8,-7
Cc1ccc(NC(=O)CCC(=O)N/N=C/c2ccccc2O)cc1,-0.4,0,-0.4,21
CCOC(=O)CCN(Cc1ccc(Cl)cc1)S(=O)(=O)c1ccc(Cl)cc1,0.2,5,-0.2,-5
COc1ccc(-c2cnn3c(C(F)(F)Cl)cc(C)nc23)cc1OC,-0.1,26,-0.4,-12
O=C(/C=C/c1ccccc1Cl)N1CC(c2nc3ccccc3[nH]2)C1,-0.3,31,-0.8,3

# Molecules listed so far that contain an aryl methoxy group, in the order listed:
SMILES,FBW7 act,MITF primary,GPR151 ag,TEAD-YAP block
COc1ccc(CCc2nnc(CCC(=O)NC3CCCCCC3)o2)cc1,0.2,13,-0.2,-19
CCOc1ccc(-c2c(C#N)c(N)nc(OC)c2C#N)cc1,0.0,20,0.5,-17
CCCC1CCC(C2=N/C(=C\c3cccc(OC)c3)C(=O)O2)CC1 (stereo not drawn),-0.1,-11,-1.1,-6
C=CCOc1cc(Br)c(CNCC)cc1OC,0.1,-10,0.4,7
COc1ccc2[nH]c(=O)c(CN(CCO)C(=O)c3ccccc3Cl)cc2c1,-0.1,-5,2.9,2
COc1cccc(NC(=O)C(=O)N/N=C/c2ccccc2F)c1,0.0,-14,-0.6,3
CCN(CC)CCCNC(=O)c1nn(-c2ccc(OC)cc2OC)c(=O)c2ccccc12,0.7,8,-1.0,0
C=CCN(c1ccc(C(=O)NCc2ccc(OC)cc2)cc1)S(C)(=O)=O,0.1,3,0.5,6
COc1ccc(S(=O)(=O)NC(CCSC)C(=O)N2CCC(=O)CC2)cc1 (stereo not drawn),-0.1,8,-1.9,12
COc1ccc(-n2nc(C(=O)NCC(=O)NCCc3ccc(OC)c(OC)c3)c3ccccc3c2=O)cc1Cl,0.0,8,-1.3,38*
COc1ccc(-c2cnn3c(C(F)(F)Cl)cc(C)nc23)cc1OC,-0.1,26,-0.4,-12

# (more compounds)
SMILES,FBW7 act,MITF primary,GPR151 ag,TEAD-YAP block
C=CCN1C(=O)S/C(=C/c2ccc(OC)c(OC)c2OC)C1=O,0.1,3,4.5,-28
COc1ccc(N2CCN(c3ncnc4sc(C(=O)NCC5CCCO5)c(C)c34)CC2)cc1 (stereo not drawn),0.1,-3,0.9,-73
Cc1ccc(C)c(NC(=S)N2CCCCCC2)c1,0.2,15,-0.8,1
COc1cccc(-c2cccc(NC(=O)C3CCN(Cc4cnc(SC)nc4)CC3)c2)c1,0.5,35,0.4,4
CC(=O)c1ccc(C(=O)N2CCC(C(=O)Nc3cccc(-c4ccco4)c3)CC2)s1,-0.1,-4,-1.6,-8
CC(C)NC(=O)NNC(=O)c1cccc(OCc2ccc(F)cc2)c1,0.1,-2,-1.4,-4
CCOc1ccc(S(=O)(=O)N(CC)CC)cc1[N+](=O)[O-],0.1,-9,-0.9,-11
CCN(CC)S(=O)(=O)c1cccc(N2CC(O)(c3ccccc3)[N+]3=C2CCCCC3)c1 (stereo not drawn),0.4,9,-1.8,-1
O=C(Oc1ccccc1Cl)c1ccccc1P(=O)(O)O,-0.3,19,-0.3,12
COCCNC(=O)c1ccc(/C=C2\Oc3ccccc3N(Cc3cccc(F)c3)C2=O)cc1,1.2,12,-0.9,-6
CC(=O)Nc1ccc(Nc2cc(Nc3ccncn3)ncn2)cc1,0.0,-8,0.8,-18
COc1cc(NC(=O)c2ccccc2)c2ncccc2c1,-0.1,-2,-0.2,8
Cc1ccc(S(=O)(=O)n2nc(-c3cccnc3)nc2NCc2ccccc2)cc1,-0.1,11,-0.4,-1
CCN(c1ccccc1)S(=O)(=O)c1ccc(NC(=S)NC(C)=O)cc1,-0.1,-2,-0.5,20
O=C(NC(=S)Nc1ccc([N+](=O)[O-])cc1Cl)c1ccco1,1.2,21,-0.1,-7
Cc1n[nH]c(C)c1S(=O)(=O)N1CCN(c2ccccc2)CC1,0.2,5,1.8,-18
C=C(C)CNC(=S)NNC(=O)c1ccc(Br)cc1,-0.2,-1,-0.9,5
Cc1ccc(CNCCCn2ccnc2)o1,-0.5,11,0.7,10
Cc1cccc(CSCCNC(=O)CN(c2cc(C)ccc2C)S(C)(=O)=O)c1,0.0,8,0.6,0
COc1ccc(-n2nc3ccc(NC(=O)c4cccc([N+](=O)[O-])c4)cc3n2)cc1,-0.2,7,1.2,4
Cc1ccc(CNC(=O)Cn2cc3c(n2)-c2c(oc(C(=O)N4CCOCC4)c2C)CC3)cc1,0.2,7,0.4,8
C=CCN(C)S(=O)(=O)c1ccc(NC(=O)OC)cc1,0.0,18,-0.8,1
O=C(O)C1CSC(c2ccccc2O)=N1 (stereo not drawn),-0.1,-11,0.0,-2
CC(=O)Nc1ccc(N=Cc2ccc(Cl)cc2)cc1,0.1,-13,-0.5,-3
CCCn1c(N)c(C(=O)C(F)(F)F)c(=O)[nH]c1=O,-0.3,-4,-0.4,-3
# Carrying on:
SMILES,FBW7 act,MITF primary,GPR151 ag,TEAD-YAP block
Cc1nn(CC(=O)NCCN(C(C)C)C(C)C)c(=O)c2cc3occc3n12,0.0,6,1.2,12
COc1ccc(C2Nc3ccccc3NC3=C2C(=O)CC(C)(C)C3)cc1 (stereo not drawn),0.0,14,1.9,-57
COc1ccc(NC(=O)COc2ccc(C(=O)NC3CCCCC3)cc2)c([N+](=O)[O-])c1,-0.4,1,0.3,2
Cc1onc(C(=O)N2CCCCCC2)c1[N+](=O)[O-],-0.2,-5,-0.7,-3
CCN(CC)C(=O)Nc1ccc(I)cc1,-0.4,-1,0.0,-21
COc1ccc(-c2ccc(/C=C(\C#N)C(=O)Nc3ccccc3C(=O)O)o2)c([N+](=O)[O-])c1,-0.3,3,-0.6,-3
CCOC(=O)c1sc2nc(SCc3ccccc3C)n(Cc3ccco3)c(=O)c2c1C,-0.2,-4,-1.5,-1
CCOC(=O)c1sc2nc(CC(=O)OC)nc(Nc3ccc(C)c(F)c3)c2c1C,-0.2,-3,0.6,2
COc1cc(CNc2ccc(Cl)c(Cl)c2)cc(OC)c1OC,-0.1,16,-0.5,2
CCOc1ccc(NS(=O)(=O)Cc2ccc(Cl)cc2)cc1,0.0,9,-0.4,6
CC1=C(C#N)C(NS(=O)(=O)c2ccc(Cl)cc2)(C(F)(F)F)C(=O)N1 (stereo not drawn),0.3,-2,-0.4,-19
CCc1ccc(NC(=O)C2CCN(C(=O)N3CCOc4ccccc43)CC2)cc1,0.0,1,-0.5,6
CCNC(=O)CC1Sc2ccccc2NC1=O (stereo not drawn),0.6,14,-0.4,5
CCOC(=O)c1c(NC(=S)NCc2ccccc2)sc2c1CC(C)CC2 (stereo not drawn),-0.1,-1,1.1,-19
Cc1ccc(CN2C(=O)c3ccccc3S2(=O)=O)c(C)c1,0.1,11,-1.0,12
CC(C)CSc1nnc(CNC(=O)CN2CC(c3ccccc3)CC2=O)n1C (stereo not drawn),0.1,2,3.0,4
COc1cccc(-n2c(=O)[nH]cc(C(=O)Nc3ccc(C(N)=O)cc3)c2=O)c1,-0.1,-3,-1.1,-2
CCOC(=O)C1=CN(CC)/C(=C\C=C\c2sc(C(=O)OCC)c[n+]2CC)S1,-0.8,7,1.2,19
COc1ccc(-n2c(C)c(C(=O)c3ccccc3)c3cc(O)ccc32)cc1,-0.1,2,-1.1,-6
O=C(NC1CCCCCC1)C1CCCN(S(=O)(=O)c2cccc3cccnc23)C1 (stereo not drawn),0.3,5,0.8,9
CC1(CCC(=O)N2CCN(Cc3ccc(F)cc3)C(=O)C2)CCC(=O)N1 (stereo not drawn),0.0,-15,0.4,9
CC(=O)c1ccc(N2C(=O)C3C4C=CC(O4)C3C2=O)cc1 (stereo not drawn),-0.2,-3,2.3,4
C=CCOc1ccc(CNCCO)cc1OCC,0.0,6,7.6*,4
COc1ccc(CCNC(=O)c2noc(C(C)C)c2[N+](=O)[O-])cc1OC,0.1,10,-0.6,5
Cc1c(C(=O)NC2=NCCS2)cccc1[N+](=O)[O-],0.0,-11,1.3,2
O=C(N[C@H]1C[C@H]2C(=O)N[C@@H](Cc3ccc(Cl)cc3)C(=O)N2C1)c1ccccc1,-0.1,0,0.8,4
CCOCCCNCc1ccc(F)cc1,0.0,47,0.3,7
COc1cccc(OCCOCCNCCO)c1,0.0,-6,1.1,-7
